5HT1a antag: 5-HT1a (human) receptor antagonism; inhibition, % at 10 µM; hit rate 0.68% among 62,000; CHO 5-HT1a Ga15 NFAT-bla reporter, antagonist mode; AID 612; P08908;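 active means inhibition above the mean of all tested compounds plus 3 SD, cut at about 43% in these data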;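 further: receptor stimulated by 5-CT agonist at 100 nM near EC80; beta-lactamase reporter measured by ratiometric fluorescence of a cleavable substrate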
HTR1E antagonist: antagonists of human 5-HT1E serotonin receptor; P28566; inhibition, % at 6 µM; hit rate 0.99% among 65,000; CHO 5-HT1E Ga15 NFAT-bla reporter, FRET, antagonist;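 active means inhibition above a set limit, the mean inhibition across every tested compound plus 3 SD, cut at about 29% in these data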;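 further: signal is the 460 over 535 nm emission ratio of beta-lactamase substrate; 0% = agonist plus DMSO wells and 100% = wells without agonist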
Target sequence (P28566 whole entry, looked up): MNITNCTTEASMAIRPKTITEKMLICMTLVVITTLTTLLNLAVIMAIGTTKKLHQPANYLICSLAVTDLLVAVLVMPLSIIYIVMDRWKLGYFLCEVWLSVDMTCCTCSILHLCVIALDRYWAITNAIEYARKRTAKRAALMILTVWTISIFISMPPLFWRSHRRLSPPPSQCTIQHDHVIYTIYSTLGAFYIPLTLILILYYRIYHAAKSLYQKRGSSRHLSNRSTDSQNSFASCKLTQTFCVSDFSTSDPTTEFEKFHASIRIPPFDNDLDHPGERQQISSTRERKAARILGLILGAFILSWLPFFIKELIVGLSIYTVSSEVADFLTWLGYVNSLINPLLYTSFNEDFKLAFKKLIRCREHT
tolC growth inh: growth inhibitors of E. coli BW25113 tolC mutant; OD615; growth inhibition, % at 10 µM (by protocol); hit rate 2.2% among 65,000;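 active means growth inhibition at or above a cutoff equal to the mean over every tested compound plus 3 SD, cut at about 60% in these data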;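 further: growth measured after 20 h incubation at 37 °C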
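Test system: tolC-deleted E. coli BW25113 | Medium: LB with kanamycin 50 µg/mL | Compound dosing: Single concentration, 10 µM final per compound | Schedule: 37 °C, 20 h exposure | Measured by: OD at 615 nm | Evaluation: Percent growth inhibition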
5HT1E ag: activates the human 5-HT1E serotonin receptor; activation, % at 6 µM; P28566; CHO 5-HT1E Ga15 NFAT-bla reporter, FRET; 0% DMSO wells, 100% control agonist wells; hit rate 0.69% among 65,000;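 active means activation above a set limit, the screen-wide mean activation plus 3 SD, cut at about 8.5% in these data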;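 further: 100% = positive control agonist at 1 µM giving full maximal response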
5HT1a ag: activates the human 5-HT1a serotonin receptor | P08908 | CHO 5-HT1a Ga15 NFAT-bla reporter, FRET ratio; 0% basal, 100% maximal reference agonist | activation, % at 10 µM | hit rate 0.56% among 65,000 | AID 567;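 active means activation above the screen-wide mean activation plus 3 SD, cut at about 19% in these data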;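 further: 0% = DMSO wells and 100% = 5-CT at EC100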
MMP-13 inhibitor: MMP13 (human) collagenase inhibition | MMP-13 fTHP FRET cleavage, Mca fluorescence | inhibition, % at 4 µM | hit rate 0.07% among 65,000;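 active means inhibition above the mean of compound-free control plate wells plus 3 SD, cut at about 14% in these data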;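 further: 0% = DMSO wells and 100% = wells with reference MMP-13 inhibitor after basal subtraction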
SF1 activator: activates the human nuclear receptor SF-1; Q13285; CHO-K1 Gal4-SF-1 LBD luciferase reporter; % increase over DMSO SF-1-specific signal; activation, % at 10 µM; hit rate 1.9% among 65,000;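 active means activation above the mean activation of all tested compounds plus 3 SD, cut at about 50% in these data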
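material = CHO-K1 cells with Gal4–hSF-1 LBD chimera plus Gal4-driven luciferase | compound = 10 µM single point, 1% DMSO | incubation = 20 h compound exposure at 37 °C after 1 h cell settling | measured by = SteadyLite luciferase luminescence | evaluation = percent activation relative to DMSO median and mock-transfected background | control set = DMSO negative control and −SF1 background wells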
RORa activator: activates the human nuclear receptor RORA; P35398; CHO-K1 Gal4-RORA LBD luciferase reporter, luminescence; percent increase over mock-subtracted basal signal; activation, % at 10 µM; hit rate 1.5% among 65,000;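 active means activation above the mean of all tested compounds plus 3 SD, cut at about 49% in these data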;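 further: 0% = DMSO-treated RORA cells and 100% = added signal equal to DMSO minus mock-transfected cells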
Target sequence (P35398 whole entry, looked up, the tested form may be a part): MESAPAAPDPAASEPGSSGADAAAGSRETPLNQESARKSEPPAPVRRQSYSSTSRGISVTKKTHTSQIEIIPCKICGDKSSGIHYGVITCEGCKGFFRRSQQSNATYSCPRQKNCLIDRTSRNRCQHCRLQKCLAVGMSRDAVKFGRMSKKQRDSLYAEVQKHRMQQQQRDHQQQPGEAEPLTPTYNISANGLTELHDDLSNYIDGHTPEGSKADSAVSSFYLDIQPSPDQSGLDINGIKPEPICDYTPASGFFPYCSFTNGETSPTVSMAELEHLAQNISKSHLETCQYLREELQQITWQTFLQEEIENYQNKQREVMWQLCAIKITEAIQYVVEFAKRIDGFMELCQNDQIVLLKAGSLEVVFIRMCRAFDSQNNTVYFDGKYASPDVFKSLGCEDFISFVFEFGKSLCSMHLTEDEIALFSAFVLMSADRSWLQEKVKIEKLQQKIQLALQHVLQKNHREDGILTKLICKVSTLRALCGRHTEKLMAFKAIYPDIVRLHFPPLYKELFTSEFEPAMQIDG
NADH coupling: inhibitors of enzymes used to reach an NAD/NADH endpoint | IC50, µM (titrated, usually from 10 µM), inactives show top-dose inhibition | coupled PK/LDH NADH assays, four targets | hit rate 0.02% among 65,000 | AID 774;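 active means single-dose screening hits from any of four coupled enzyme assays that gave an IC50 when retested across doses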;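 further: the DPM-DC format reads NADH fluorescence rather than 340 nm absorbance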
Starred values were filed as active, the others as inactive; nt = no result given; [ ] = another dose, or the depositor's remark.

SMILES | 5HT1a antag | HTR1E antagonist | tolC growth inh | 5HT1E ag | 5HT1a ag | MMP-13 inhibitor | SF1 activator | RORa activator | NADH coupling
Cc1ccc(NC(=O)NCCc2ccc(S(N)(=O)=O)cc2)cc1 | -5 | -23 | -3 | 0.3 | 6.3 | 3 | -1 | -27 | 2%
CCS(=O)(=O)N1CCC(C(=O)NCCCN2CCCC2)CC1 | -3 | -10 | -20 | -1.9 | -1.9 | 0 | 1 | 4 | 1%
CC(=O)Nc1ccc(S(=O)(=O)N2CCN(C34CC5CC(CC(C5)C3)C4)CC2)cc1 | 2 | -7 | -6 | -0.3 | -2.0 | 1 | 0 | 5 | 5%
Cc1ccc(Nc2cc(C)nc3nc(C)nn23)c(C)c1 | 10 | 9 | 3 | 0.2 | 0.1 | 7 | 2 | 14 | 7%
COC(=O)CSc1nc2sc3c(c2c(=O)n1-c1ccccc1)CCN(C)C3 | -5 | 4 | -7 | 1.5 | -2.0 | -28 | 6 | -7 | 13%
Nn1c(COc2ccccc2)nnc1SCc1cc(=O)[nH]c2ccccc12 | -4 | 5 | -15 | 0.6 | -0.7 | 3 | 6 | -5 | 5%
Cc1sc2ncnc(SCC(=O)c3cccs3)c2c1C | 2 | 3 | 13 | -0.4 | -1.7 | 4 | 15 | 21 | 10%
C=CCn1c(N)cc(=O)nc1SCC(=O)Nc1ccccc1 | 3 | 1 | 0 | -0.9 | -0.4 | 0 | -9 | 1 | 4%
COc1ccc(-c2cc(C(N)=O)nc(N3CCCCCC3)n2)cc1 | -15 | -20 | -14 | 1.3 | 3.4 | -12 | -11 | -16 | 9%[fluoresces]
Cc1cc(Nc2ccc(F)cc2)n2nc(C)nc2n1 | 3 | 1 | -10 | -0.1 | -2.6 | 8 | -15 | -16 | 7%
O=C(Nc1ccc2c(c1)OCO2)C1COc2ccccc2O1 (centres undefined) | -2 | -11 | 14 | -0.6 | 1.5 | 3 | 11 | -1 | 11%
COCCOC(=O)c1c(NC(=O)CN2CCOCC2)sc(C(N)=O)c1C | 3 | -10 | -16 | 0.4 | 2.7 | -10 | -4 | -25 | 6%
Cc1ccc(S(=O)(=O)c2cc3c(=O)n4ccccc4nc3n(CC3CCCO3)c2=N)cc1C (centres undefined) | -20 | -5 | 29 | -0.1 | 4.7 | -70[fluorescence artefact?] | 36 | -7 | 3%[fluoresces]
COCCN(CC(=O)NC1CCCCC1)C(=O)CSc1nc2ccccc2o1 | 7 | 21 | 4 | -0.6 | 0.0 | -1 | -4 | 10 | 1%
O=C(Cn1c(C(=O)NCC2CCCO2)cc2sccc21)c1ccccc1 (centres undefined) | 19 | 2 | 11 | -0.4 | -2.8 | -1 | 8 | -25 | 2%
COC(=O)C1=C(C)NC(=O)NC1c1cn(-c2ccccc2)nc1-c1cccs1 (centres undefined) | -2 | 4 | 9 | -1.7 | -2.5 | 0 | 21 | -9 | 11%
COc1ccc(CCNC(=O)COc2ccc(S(=O)(=O)N3CCOCC3)cc2)cc1OC | -10 | -3 | 2 | -0.2 | 0.7 | -1 | 11 | 0 | 4%
CCN(CC(=O)Nc1c(C(=O)OC)[nH]c2ccccc12)c1ccc2c(c1)OCO2 | 10 | 14 | 33 | 0.4 | -3.6 | 4 | 4 | -7 | 2%
N#Cc1nc(COc2ccccc2)oc1NCCCn1ccnc1 | -11 | -3 | 2 | 1.0 | -5.1 | 4 | 16 | 26 | 2%
COCCNC(=O)c1ccc2c(c1)nc(C)n2-c1cc(OC)c(OC)c(OC)c1 | -8 | 11 | -4 | 0.6 | -1.0 | 4 | 13 | 4 | 6%
C=C(C)CSc1nc(N)c(C#N)c(-c2ccc(C)cc2)c1C#N | -11 | -5 | 6 | 0.4 | -1.2 | 2 | -12 | 14 | 6%
CC(C)c1nnc(NC(=O)CC(=O)Nc2ccccc2C(=O)O)s1 | -2 | 5 | -4 | -0.4 | -3.6 | -4 | -21 | -24 | 5%
CCC(C)n1c(-c2cccs2)nc2nc3ccccc3nc21 (centres undefined) | -24 | 12 | 29 | 3.5 | 11 | -407[fluorescence artefact?] | -10 | 7 | 2%[fluoresces]
CCCn1c(=O)c2ccccc2n2c(SCc3cc(=O)n4ccsc4n3)nnc12 | 10 | 0 | -11 | 0.5 | 1.3 | -10 | -14 | -8 | 2%
Cc1cc2cc(CNC(=O)c3ccco3)ccc2n1C | 2 | 1 | 26 | 1.4 | -0.7 | 2 | 0 | 13 | 4%
Cc1ccc2cc3cc(C(=O)NCCCN4CCCCCC4)oc3nc2c1 | 2 | 7 | -6 | 0.8 | -0.4 | -140[fluorescence artefact?] | 19 | 2 | 0%[fluoresces]
COc1ccccc1OCC(O)Cn1nc(C)cc1C (centres undefined) | -4 | -17 | -7 | 0.2 | -3.2 | 3 | 16 | -4 | 8%
Nc1nc(C2C(=O)CCCC2=O)cs1 | -4 | -6 | -19 | -0.2 | -1.1 | 0 | 4 | -2 | 4%
CC1(C)CCCC2=C1CC1C(=O)N(c3ccccc3)C(=O)C1C2 (centres undefined) | 7 | 3 | 23 | -0.8 | 1.1 | 3 | 18 | -11 | 6%
Oc1c(C(c2ccccc2)N2CCN(Cc3ccccc3)CC2)sc2ncnn12 (centres undefined) | 6 | -3 | -1 | -0.5 | -1.3 | 6 | 0 | -17 | 3%
c1ccc(Cn2nnnc2C(c2cccs2)N2CCSCC2)cc1 (centres undefined) | 21 | 18 | 31 | -1.1 | 0.5 | -3 | 3 | -18 | 4%
CCOC(=O)NC(Nc1cc(C)on1)(C(F)(F)F)C(F)(F)F | nt | -9 | -1 | 0.1 | 1.2 | -1 | 10 | -6 | 5%
CSCC[C@H](NC(=O)OC(C)(C)C)C(=O)N1CCC(C(=O)N[C@H](C(=O)O)C(C)C)CC1 | 5 | -12 | -11 | -0.2 | -3.0 | 0 | -3 | -18 | 6%
COC(=O)c1cn(-c2ccccc2)nc1-c1cccnc1 | 8 | -2 | -1 | -1.1 | -2.5 | -4 | -18 | -24 | 2%
O=C(CSCc1cnn(-c2ccccc2)c1-n1cccc1)NCc1cccs1 | 12 | -16 | 28 | -0.6 | -2.1 | 2 | -15 | 4 | 7%
O=C(O)CCC(=O)Nc1ccc2c(c1)oc1ccccc12 | 1 | -7 | 1 | 0.2 | -2.2 | -2 | -6 | -18 | 5%

Sorted by molar mass (low to high): 5 of the compounds above.
SMILES | 5HT1a antag | HTR1E antagonist | tolC growth inh | 5HT1E ag | 5HT1a ag | MMP-13 inhibitor | SF1 activator | RORa activator | NADH coupling
CCOC(=O)NC(Nc1cc(C)on1)(C(F)(F)F)C(F)(F)F | nt | -9 | -1 | 0.1 | 1.2 | -1 | 10 | -6 | 5%
c1ccc(Cn2nnnc2C(c2cccs2)N2CCSCC2)cc1 (centres undefined) | 21 | 18 | 31 | -1.1 | 0.5 | -3 | 3 | -18 | 4%
Cc1ccc2cc3cc(C(=O)NCCCN4CCCCCC4)oc3nc2c1 | 2 | 7 | -6 | 0.8 | -0.4 | -140[fluorescence artefact?] | 19 | 2 | 0%[fluoresces]
O=C(CSCc1cnn(-c2ccccc2)c1-n1cccc1)NCc1cccs1 | 12 | -16 | 28 | -0.6 | -2.1 | 2 | -15 | 4 | 7%
CSCC[C@H](NC(=O)OC(C)(C)C)C(=O)N1CCC(C(=O)N[C@H](C(=O)O)C(C)C)CC1 | 5 | -12 | -11 | -0.2 | -3.0 | 0 | -3 | -18 | 6%

Carrying on:
SMILES | 5HT1a antag | HTR1E antagonist | tolC growth inh | 5HT1E ag | 5HT1a ag | MMP-13 inhibitor | SF1 activator | RORa activator | NADH coupling
Cc1noc(C)c1S(=O)(=O)N1CCCC(C(=O)N2CCc3ccccc3C2)C1 (centres undefined) | -3 | 4 | 1 | -0.2 | -0.5 | 0 | 6 | 0 | 2%
CCOC(=O)N1CCN(C(=O)COc2ccccc2Cl)CC1 | -13 | 1 | -6 | -0.1 | 0.2 | 4 | 13 | -7 | 7%
CC1CCCCN1C(=O)CSc1nc(-c2ccccc2)cc(=O)[nH]1 (centres undefined) | -8 | -6 | 21 | -0.1 | -1.1 | 5 | -9 | -16 | 4%
CCc1ccc(CCC(=O)Nc2nnc(CC)s2)o1 | -6 | -12 | -4 | 4.8 | -3.7 | 5 | -7 | -11 | 4%
O=C(CC(=O)Nc1ccccn1)Nc1ccccn1 | 13 | 2 | -18 | -2.1 | -2.8 | 3 | -10 | 10 | 8%
CC(C)CCOc1ccc(C(=O)O)cc1 | -7 | -9 | -12 | -1.0 | -2.3 | 2 | -4 | 11 | 3%
COC(=O)c1oc2nc(C)cc(C)c2c1N | 2 | -1 | -12 | -1.1 | -0.1 | -85[fluorescence artefact?] | -3 | 16 | 2%[fluoresces]
Cc1cc(N(CC(=O)O)S(C)(=O)=O)ccc1Br | -4 | 3 | -15 | -0.4 | -0.9 | 1 | 1 | -23 | 2%
CCCc1cn(S(=O)(=O)c2ccc(OC)cc2OC)nc1N | -5 | 7 | 3 | 0.9 | -0.1 | 0 | 14 | -6 | 2%
O=C(CCCCCn1c(SCC(=O)c2ccccc2)nc2ccccc2c1=O)NCc1ccco1 | 14 | 1 | -2 | 1.3 | -1.9 | 1 | 1 | 5 | 9%
CN1CCN(Cc2c(O)ccc3c2oc(=O)c2ccccc23)CC1 | 4 | 13 | 3 | -1.2 | -1.3 | 6 | -6 | 20 | 5%
COc1ccc(CNC(=O)COC(=O)c2c[nH]c(=O)[nH]c2=O)cc1OC | 4 | -8 | -8 | -0.3 | -0.1 | 2 | 13 | 7 | 3%
CC(C)(Oc1ccc(CCNC(=O)c2ccc(Cl)cc2)cc1)C(=O)O | nt | -8 | 17 | -1.3 | -0.2 | -8 | -9 | -17 | 2%
Cn1cccc1C(=O)NC(=O)CSc1nnc(C2CC2)n1-c1ccccc1 | 17 | 9 | -4 | 0.2 | -3.6 | 3 | 16 | -5 | 2%
Cc1ccc(N2Cc3ccccc3OC(C)C2=O)cc1 (centres undefined) | 0 | 13 | 2 | -0.3 | -1.2 | -2 | 3 | -11 | 10%
NC(=O)NC(c1ccccc1)c1ccccc1F (centres undefined) | 1 | -26 | -7 | -0.6 | 0.1 | -6 | 1 | 14 | 2%
COC(=O)c1nnn(-c2nonc2N)c1CSc1ccccn1 | -1 | -8 | 0 | 0.1 | -0.3 | 2 | 8 | -4 | 5%
CCOC(=O)c1cnc(SCC(=O)NCc2ccco2)nc1N | 1 | -3 | -4 | -0.3 | -4.1 | -1 | 19 | -11 | 7%
c1ccc(CNC2=NCCCCC2)cc1 | 10 | 4 | -9 | 13* | -2.2 | 2 | -8 | -4 | 6%
N/C(=N\c1nc2c(c(=O)[nH]1)CCCC2)Nc1ccccc1 | -5 | 2 | 11 | 0.7 | -3.7 | 0 | -21 | -2 | 7%
COc1cccc(-c2nnc(NC(=O)Cc3cccs3)s2)c1 | -15 | 0 | 0 | 2.7 | 0.1 | 2 | 0 | 34 | 1%
CC(C)(C)n1nc2c(c1NC(=O)c1ccco1)CS(=O)C2 (centres undefined) | -3 | -12 | -17 | 0.0 | 0.7 | -4 | 1 | 12 | 5%
COc1ccc(CCN2C(=O)c3cccnc3C2=O)cc1OC | 12 | -10 | -14 | -0.5 | -1.1 | -2 | -8 | 7 | 9%
Cc1ccc(S(=O)(=O)n2nc(-c3ccco3)nc2SCc2ccccc2)cc1 | -1 | 15 | 11 | -0.6 | -1.8 | 5 | 4 | 20 | 2%

Bioassay records from PubChem BioAssay.
